Source: PubChem (National Center for Advancing Translational Sciences (NCATS))
BAZ2B inh: BAZ2B (human) inhibition | Q9UIF8 | AlphaScreen BAZ2B-H3K14Ac peptide displacement | Potency, µM (top dose mostly 114 µM), for the others: top-dose activity change, negative = inhibition, usual class: inhibitors | 360,000 compounds, 4.4% hits | AID 504333; note: potency is the fitted concentration of half-maximal effect; % is set by controls: 0 for no effect and ±100 for the full control effect; nearly all actives have a fitted effect of over 60% in size
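Inhibition is scored as reduced AlphaScreen emission. The BAZ2B/b-H3(5-23)K14Ac complex (50 nM each) in PBS pH 7.4, 0.01% Tween-20 meets compound (up to 110 uM) for 30 min at RT before bead addition.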
G9a block: G9a (human) methyltransferase inhibition; Potency, µM (doses to about 102 µM), for inactives: top-dose activity, negative = inhibition, actives largely listed as inhibitors; Q96KQ7; 350,000 compounds, 8.8% hits; G9a H3K9 monomethylation, AlphaScreen, 2 h; AID 504332; note: potency is the fitted concentration of half-maximal effect; % is set by controls: 0 for no effect and ±100 for the full control effect; nearly all actives have a fitted effect of over 75% in size
Target sequence (Q96KQ7 913-1193 limits assumed): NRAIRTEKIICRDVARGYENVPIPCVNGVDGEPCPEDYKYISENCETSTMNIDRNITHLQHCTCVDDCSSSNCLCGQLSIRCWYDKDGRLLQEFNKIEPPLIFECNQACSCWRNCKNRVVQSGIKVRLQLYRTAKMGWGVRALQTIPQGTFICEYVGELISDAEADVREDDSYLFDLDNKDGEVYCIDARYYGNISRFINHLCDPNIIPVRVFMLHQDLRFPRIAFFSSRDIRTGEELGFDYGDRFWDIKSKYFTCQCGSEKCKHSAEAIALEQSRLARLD
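Signal arises when biotinylated H3K9 peptide, once monomethylated, bridges streptavidin donor and antibody-captured acceptor beads. Enzyme at 20 nM was preincubated 15 min with test compounds; peptide 500 nM and SAM 20 uM then reacted for 2 h.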
Tb PGK inh: inhibitors of T. brucei phosphoglycerate kinase; P07378; 380,000 compounds, 0.043% hits; AID 602233; PGK/GAPDH coupled, Kinase-Glo luminescence, 60 min; Potency, µM (series often up to 57.5 µM), for the others: top-dose activity change, negative = inhibition, actives largely listed as inhibitors; note: potency is the fitted concentration of half-maximal effect; % is set by controls: 0 for no effect and ±100 for the full control effect; nearly all actives have a fitted effect of over 60% in size
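Luminescent ATP detection (Kinase-Glo Plus) follows a 60-minute room-temperature incubation, with wells lacking PGK as controls. Buffer: 100 mM TEA (pH 7.6), 5 mM MgCl2, 0.01% Tween-20. Coupling enzyme GAPDH (100 nM final) supplies unstable 1,3-BPG in-well.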
PI4K2A block: PI4K2A (human) kinase inhibition | Q9BTU6 | purified PI4K2A, ADP-Glo luminescence, 1 h; hits give low values | activity change, negative = inhibition, % at 76.9 µM | 420,000 compounds, 0.13% hits; in the data active = activity change below about -50%; inconclusive = mostly about -30% to -49%;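 note: -100% = wells without enzyme as full effect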
Target sequence (Q9BTU6 whole entry, looked up): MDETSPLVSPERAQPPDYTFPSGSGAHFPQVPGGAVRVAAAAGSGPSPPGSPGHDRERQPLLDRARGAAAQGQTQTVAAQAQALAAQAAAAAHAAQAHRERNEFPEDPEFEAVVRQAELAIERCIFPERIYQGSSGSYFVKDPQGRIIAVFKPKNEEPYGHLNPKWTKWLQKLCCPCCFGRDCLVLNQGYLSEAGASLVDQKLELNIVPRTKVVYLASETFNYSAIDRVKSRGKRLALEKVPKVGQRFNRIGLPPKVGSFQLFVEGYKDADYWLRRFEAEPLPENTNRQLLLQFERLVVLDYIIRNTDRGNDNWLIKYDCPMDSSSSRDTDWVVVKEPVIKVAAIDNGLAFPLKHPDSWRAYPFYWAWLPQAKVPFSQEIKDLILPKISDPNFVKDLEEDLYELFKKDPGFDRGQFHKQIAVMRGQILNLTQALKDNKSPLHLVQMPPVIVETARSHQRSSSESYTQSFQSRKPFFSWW
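Compounds are screened against recombinant PI4K2A using PI as substrate and ATP, the latter dispensed at 300 microM. Reactions run one hour at ambient temperature before ADP-Glo detection; full inhibition defined by wells lacking enzyme.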
JMJD2A Tudor inh: JMJD2A Tudor domain (human) inhibition; O75164; Potency, µM (series often up to 114 µM), without a hit: top-dose activity change, negative = inhibition, hits mostly inhibitors; AlphaScreen JMJD2A-Tudor / H3K4me3 peptide binding; 390,000 compounds, 4.4% hits; note: potency is the fitted concentration of half-maximal effect; % is set by controls: 0 for no effect and ±100 for the full control effect; nearly all actives have a fitted effect of over 50% in size
HP1b binding inh: HP1-beta chromodomain-methylated histone interaction inhibition; AID 540317; AlphaScreen HP1-beta / biotin-H3K9me3 peptide binding; Potency, µM (highest dose often 114 µM), for inactives: top-dose activity change, negative = inhibition, most hits filed as inhibitors; 390,000 compounds, 0.56% hits; P83916; note: potency is the fitted concentration of half-maximal effect; nearly all actives have a fitted effect of over 70% in size; inactives centre near 23
Target sequence (P83916 whole entry, looked up): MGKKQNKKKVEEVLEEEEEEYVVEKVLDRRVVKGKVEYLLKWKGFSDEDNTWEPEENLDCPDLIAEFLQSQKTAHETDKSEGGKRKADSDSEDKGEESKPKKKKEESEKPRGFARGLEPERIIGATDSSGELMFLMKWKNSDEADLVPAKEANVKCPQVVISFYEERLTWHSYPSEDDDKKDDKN
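Compound inhibition of the preformed complex between 50 nM HP1-beta and 50 nM biotinylated H3K9me3 peptide was read by AlphaScreen. Buffer was PBS pH 7.4 with 0.01% Tween-20. Incubations ran 30 min at room temperature, with 10 ug/mL donor/acceptor beads.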
Pol eta inh: inhibitors of human DNA polymerase eta; Q9Y253; recombinant Pol eta, fluorescent DNA replication assay; Potency, µM (titrated, usually from 114 µM), for the others: top-dose activity change, negative = inhibition, usual class: inhibitors; 390,000 compounds, 1.2% hits; AID 588591; note: potency is the fitted concentration of half-maximal effect; % is set by controls: 0 for no effect and ±100 for the full control effect
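Fluorescent replication assay: 50 nM final substrate added after a 15 min room-temperature compound preincubation with 10 nM enzyme. Signal taken at 0 min and again at 10 min.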
Pin1 inh: blocks the human prolyl isomerase Pin1; Potency, µM (titrated, usually from 115 µM), inactives show top-dose activity, negative = inhibition, hits mostly inhibitors; Pin1 FP peptide displacement, HiFluor488, 10 min; 390,000 compounds, 0.009% hits; active = well fitted inhibition curve with a large enough effect in the polarisation, with a control signal flat, not every such curve was filed as active; inconclusive = small, poorly fitted or top-dose-only effect, or effect the other way, or a change in a side signal; inactive = no such curve, though single readings can be large or run the other way; the % refers to the polarisation; note: potency is the fitted concentration of half-maximal effect; % is set by controls: 0 for no effect and ±100 for the full control effect
GLS inhibitor: inhibitors of human glutaminase (GLS); O94925; GLS enzymatic activity, qHTS titration; Potency, µM (top dose mostly 45.5 µM), inactives show top-dose activity change, negative = inhibition, usual class: inhibitors; 410,000 compounds, 0.21% hits; note: potency is the fitted concentration of half-maximal effect; % is set by controls: 0 for no effect and ±100 for the full control effect
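hKGA; 45 mM KH2PO4 pH 8.2 + 0.02% Tween-20; cpd via pin tool; 1 mM Gln soln; GluOx/HRP/Amplex Red; RT 30 min; fluor. t0 & final.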
The depositor's hits bear a star; i = inactive; ? = inconclusive; . = not tested or not shown; [ ] = remark or other dose. Unless noted, calls come from the whole dose curve; as a rule, active = well fitted curve in the direction sought with a large enough effect; inconclusive = small, poorly fitted or top-dose-only effect, or another doubt; inactive = no such curve, though single readings can be large; an effect the other way counts as inactive or inconclusive.

BAZ2B inh,G9a block,Tb PGK inh,PI4K2A block,JMJD2A Tudor inh,HP1b binding inh,canonical_smiles,Pol eta inh,Pin1 inh,GLS inhibitor
1%,-6%,-12%,-7,-23%,-5%,CS(=O)(=O)N(Cc1ccco1)CC(O)Cn1cc(C=O)c2ccccc21 (stereo not given),-8%,-1%,-3%
-21%,?,i,-3,-23%,29%,COc1ccc(CNc2cc(NCCCO)c([N+](=O)[O-])c3nonc23)cc1,-9%,0%,-11%
-4%,-42%,-7%,-1,-15%,6%,CC1CC(OC(=O)C2CCN(S(=O)(=O)c3ccc(F)cc3)CC2)C(=O)O1 (stereo not given),-19%,-13%,0%
8%,25%,3%,2,2%,24%,O=C(CN(C1CCCCC1)S(=O)(=O)c1ccc(Cl)cc1)N1CCOCC1,0%,0%,1%
8%,23%[59 µM],-3%,1,-4%,43%,O=C(CNC(=O)c1ccccc1)N/N=C/c1cc(Br)ccc1O,-12%,2%,-6%
9%,-23%,-2%,0,-4%,29%,Cc1ccc(S(=O)(=O)N(C)C)cc1NC(=O)COC(=O)CCNS(=O)(=O)c1ccccc1,-5%,-7%,-13%
-12%,-2%,10%,-4,-2%[11.4 µM],16%,Cc1[nH]nc(Nc2ccc(O)cc2)c1[N+](=O)[O-],-16%,-7%,0%
-7%,5%[12.7 µM],11%,1,-6%,38%,COc1ccc(-c2cc(C(F)(F)F)nc(NCc3cccnc3)n2)cc1,-24%,?,-9%
6%,?,0%,-3,3%,51%[activator],CCn1c(C)nc2cc(C(=O)N/N=C/c3ccc(OC)c(O)c3)ccc21,?,-5%,19%
10%,12%[12.7 µM],i,-4,-9%,46%[activator],O=C(CSc1nccc(=O)[nH]1)Nc1ccc(Br)c(Cl)c1,-15%,-4%,-3%
-3%,?,-3%,5,-19%,26%,Cc1ccc2nc(NC(=O)CCn3c(=O)sc4ccccc43)sc2c1,2%,36%[activator],1%
-3%,?,4%,-3,-18%,18%,CCCCn1c(SCC(N)=O)nc2c(sc3ccccc32)c1=O,?,18%,.
-3%,4%,-3%,-3,-8%,66%[activator],CSc1ccc(Cn2nnc(C(=O)NCCc3ccc(Cl)cc3)c2N)cc1,-3%,-4%,-4%
.,.,-4%,-1,-24%,-2%[57 µM],O=C(c1ccc(O)c(Br)c1)c1cc(Br)ccc1O,-19%,-9%,7%
-27%,18%[59 µM],13%,1,-15%,19%,CC(C)COC(=O)/C(C#N)=C/c1c[nH]c2ccccc12,-10%,?,6%
6%,-20%,-1%,-2,-19%,49%[activator],O=C(CN1CCN(S(=O)(=O)c2ccc(F)cc2)CC1)Nc1cccc(C(F)(F)F)c1,-21%,3%,-2%
0%,5%,-3%,-6,2%[57.1 µM],31%[activator],Cc1cccc(C)c1NC(=O)C(c1ccc([N+](=O)[O-])cc1)N1CCCCC1 (stereo not given),7%,-2%,9%
-2%,10%,2%,0,?,11%,CC1CCN(C(=O)Cn2nnnc2CN2CCOCC2)CC1,-3%,-18%,-2%
-22%,-50%,3%,3,-19%,30%,Cc1csc2c(N3CCN(C(=S)Nc4ccc(C(F)(F)F)cc4)CC3)ncnc12,-8%,-1%,-2%
-13%,-7%[59 µM],-10%,-3,-14%,16%,O=C(C[n+]1ccc(C(=O)NCCCO)cc1)c1cccc(Br)c1,-2%,5%,-4%
-34%,-1%[59 µM],i,-2,-20%,7%,O=C(Nc1ccccc1N1CCN(c2ccccc2)CC1)c1ccccc1,-17%,6%,-11%
-20%,-10%[59 µM],6%,-9,-19%,-1%[57 µM],CC(C)OCCCNC(=O)CCCN1C(=O)CCn2nc(-c3cccn3C)cc21,-11%,-1%,-13%
10%,-14%,i,-1,-12%,5%,COc1ccc(CNC(=O)C2CCN(C(=O)N(C)C)CC2)c(OC)c1,0%,2%,4%
.,.,-7%,0,-10%,37%,COC(=O)c1sc(NC(=O)COc2ccc(OC)cc2)nc1C,-8%,?,0%
-5%,5%[59 µM],-4%,6,-3%[11.4 µM],-6%,O=c1c2ccccc2c2c(O)nc(-c3ccccc3)n2n1Cc1ccccc1,-4%,7%,-1%
3%,11µM*,-6%,8,-13%[57.1 µM],-4%,CCSc1nc2ccc(N3C(=O)C4C5C=CC(C5)C4C3=O)cc2s1 (stereo not given),-16%,1%,-6%
.,.,1%,9,-14%,33%,CCOc1ccccc1C(=O)NCC(=O)NNC(=O)c1cccs1,-21%,2%,12%
6%,40µM*,5%,-4,-5%,47%[activator],COc1ccccc1NC(=O)CN1CCN(CC(=O)Nc2cc(NC(C)=O)ccc2OC)CC1,-3%,-6%,7%
7%,?,-3%,2,-16%,15%,CCOc1ccccc1OCC(=O)Nc1nnc(COC)s1,5%,-12%,2%
0%,15%,17%,7,9%,53%,Cc1ccc(NS(=O)(=O)c2ccc(NC(=O)c3cccs3)cc2)cc1,5%,-1%,10%
-11%,3%,-4%,-5,-11%,53%[activator],CC(C)[C@H](NC(=O)C1CCN(S(=O)(=O)c2ccccc2)CC1)C(=O)NCc1ccco1,-14%,-12%,-1%
4%,-1%[59 µM],i,-3,2%,47%[activator],Cc1cccc(OCCn2c(-c3ccc(Cl)cc3)nc3ccccc3c2=O)c1C,-4%,-6%,-1%
37%[activator],59%[activator][59 µM],-2%,-5,52%[activator],89%[activator],Cc1ccc(Oc2ccc(Cl)cc2NC(=O)c2ccc(F)cc2F)cc1,-3%,-12%,0%
-3%,18%[2.33 µM],5%,-1,-17%,29%,CCOC(=O)[C@H]1[C@H]2COc3ccc(OC)cc3[C@@H]2N2C(=O)c3ccccc3NC(=O)[C@@]12C,-5%,9%,-1%
-8%,27%,7%,2,0%,27%,Cc1cccc(OC(C)C(=O)N2CCCN(C)CC2)c1C (stereo not given),-4%,5%,1%
-4%,-8%,-14%,-5,?,4%,COc1ccc2oc(=N)c(C(=O)Nc3ccc(Br)cc3)cc2c1,-20%,3%,0%
4%,-2%[59 µM],-4%,2,-19%,5%,Cc1c(Cl)cccc1NC(=O)c1ccc2c(c1)CCCN2S(C)(=O)=O,0%,0%,-18%
-34%,3%[59 µM],-3%,-4,-10%,-4%,CCN(C(=O)CSc1nc2ccccc2n1CC(=O)Nc1ccc(F)cc1F)c1ccccc1,-12%,1%,-11%
1%,-77%,-2%,4,-11%,16%,Cc1cccc(-c2nsc(SCC(=O)Nc3ccc4c(c3)OCO4)n2)c1,-20%,-12%,-6%
-24%,-5%,11%,-17,-8%,7%,CCC(=O)N1CCCN(S(=O)(=O)c2ccc(C)cc2)C1c1ccc(OC)cc1 (stereo not given),-2%,0%,2%

Looked up by structure from the entries so far (five):
BAZ2B inh,G9a block,Tb PGK inh,PI4K2A block,JMJD2A Tudor inh,HP1b binding inh,canonical_smiles,Pol eta inh,Pin1 inh,GLS inhibitor
-34%,3%[59 µM],-3%,-4,-10%,-4%,CCN(C(=O)CSc1nc2ccccc2n1CC(=O)Nc1ccc(F)cc1F)c1ccccc1,-12%,1%,-11%
4%,-2%[59 µM],-4%,2,-19%,5%,Cc1c(Cl)cccc1NC(=O)c1ccc2c(c1)CCCN2S(C)(=O)=O,0%,0%,-18%
37%[activator],59%[activator][59 µM],-2%,-5,52%[activator],89%[activator],Cc1ccc(Oc2ccc(Cl)cc2NC(=O)c2ccc(F)cc2F)cc1,-3%,-12%,0%
-24%,-5%,11%,-17,-8%,7%,CCC(=O)N1CCCN(S(=O)(=O)c2ccc(C)cc2)C1c1ccc(OC)cc1 (stereo not given),-2%,0%,2%
-3%,18%[2.33 µM],5%,-1,-17%,29%,CCOC(=O)[C@H]1[C@H]2COc3ccc(OC)cc3[C@@H]2N2C(=O)c3ccccc3NC(=O)[C@@]12C,-5%,9%,-1%

The listing continues.
BAZ2B inh,G9a block,Tb PGK inh,PI4K2A block,JMJD2A Tudor inh,HP1b binding inh,canonical_smiles,Pol eta inh,Pin1 inh,GLS inhibitor
-10%,7%[59 µM],-1%,-6,-2%,23%,Cc1nn(-c2ccccc2)c2sc(C(=O)N3CCCCC3)cc12,-7%,5%,5%
4%,-31%,i,-2,1%,17%,COc1ccc(NC(=O)c2cccnc2N2CCCC2)cc1,-7%,-3%,3%
?,0%,-11%,-2,-5%,5%,Cc1ccccc1Nc1nc(N)nc(CSc2nncn2C)n1,-17%,-7%,-1%
-26%,-20%,-8%,-3,-15%,38%,Cc1ccc(-n2c(N)c(Br)c(=O)[nH]c2=O)cc1C,-17%,2%,2%
-21%,-25%,0%,4,-9%,17%,O=C(NC1CCCC1)C(c1cc2c(cc1[N+](=O)[O-])OCO2)N1CCCC1 (stereo not given),-19%,-18%,-10%
-25%,-6%,0%,-1,-19%,40%[activator],COc1ccc(N/C=C\C(=O)c2ccc(C)cc2)cc1OC,-19%,?,-4%
.,.,0%,-7,.,.,CCN1C(=O)[C@H]2[C@@H](c3ccc(C(F)(F)F)cc3)N[C@]3(CCCN(Cc4ccco4)C3=O)[C@H]2C1=O,-3%,.,-2%
3%,43%[59 µM],i,2,-2%,31%,CCN1C(=O)N(C)[C@@H](c2ccccc2)C(C(=O)OC)=C1C,-7%,6%,-4%
-23%,21%[59 µM],8%,-5,1%,26%,COc1ccc(S(=O)(=O)N2CCCCCC2)cc1N(C)S(=O)(=O)c1ccccc1,-8%,5%,10%
5%[57.1 µM],-40%[59 µM],6%,-2,-5%,14%,O=C(NCC1CCN(Cc2cccc(F)c2)CC1)c1cc2ccc3cccnc3c2[nH]1,-3%,2%,0%
7%,-43%[59 µM],-5%,-2,-8%,29%,CCCCN(C(=O)CSc1n[nH]c(-c2ccc(C)cc2)n1)c1c(N)n(CCCC)c(=O)[nH]c1=O,-16%,7%,-1%

Some of the compounds tested; rates above refer to the full screens.
